Screens from PubChem.
Yfh1-depleted yeast: enhancers of respiration in Yfh1-depleted yeast, dose response, Friedreich's ataxia, plus single-dose screen (AID 1465) | S. cerevisiae Yfh1-off respiration, WST-1 reduction, 72 h; higher fold induction means a stronger effect | one-dose fold induction at 50 µM; EC50 in µM for titrated hits | hit rate 0.074% among 220,000;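 active means fold induction of absorbance versus untreated yeast above a set limit, then at least 30% activation at any dose in follow-up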;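 further: activators that raise dye reduction in frataxin-depleted yeast; strong numbers were not always called active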
GPR55 beta-arrestin: GPR55 agonists via beta-arrestin recruitment, primary screen, imaging, U2OS cells, beta-arrestin-GFP redistribution (AID 1961) | U2OS GPR55 beta-arrestin-GFP redistribution imaging; higher % means a stronger effect | one-dose activation, % at 10 µM; EC50 in µM for titrated hits | hit rate 0.048% among 290,000;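 active means activation above 40% with more than 50 cells counted in the well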;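 further: U2OS osteosarcoma cells stably expressing GPR55 and beta-arrestin-GFP; plate controls were DMSO negative control for no effect and LPI positive control for full effect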
ER stress rescue: rescue of cells from ER stress-induced death, primary screen, 384-well, CSM14.1, thapsigargin, ATP luminescence (AID 1222); CSM14.1 thapsigargin-induced death rescue, ATP luminescence; higher % means a stronger effect; cellular ATP content (survival), % at 20 µM; hits with a dose series show EC50 in µM; 190,000 tested, under 10 active;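 active means EC50 below 50 µM in the dose-response confirmation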;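 further: death triggered by thapsigargin at about 15 µM added after 2 h compound pretreatment; cell ATP read after overnight thapsigargin exposure of roughly 18 to 22 hours; normalized against plate controls of thapsigargin alone and 5% DMSO vehicle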
TNAP activation fold: human TNAP enzyme activators, primary screen, biochemical, luminescent, no phosphate acceptor, uHTS (AID 1001) | purified TNAP, luminescent activation assay, no phosphate acceptor; higher activation fold means a stronger effect | activation fold at 20 µM; hits with a dose series show EC50 in µM | hit rate 0.03% among 200,000; in the data active means activation fold from about 3, or a potency from the dose series; inactive means the rest, 99 in 100 with activation fold below about 1.6; further: many of its hits are not listed in these tables
HEK293 NOD2/NF-kB: NOD2 signaling inhibitors, cell-based, luminescence, uHTS, HEK293 (AID 1566). hit rate 0.63% among 290,000. inhibition, % at 4 µM; hits with a dose series show EC50 in µM. HEK293 NOD2/NF-kB luciferase reporter, luminescence; higher % means a stronger effect; further: many of its hits are not listed in these tables
NTR1 agonist: NTR1-driven beta-arrestin-GFP spot formation – imaging, U2OS cells, high content, primary screen (AID 493036). P30989. agonist mode. activation, % at 20 µM. hit rate 0.17% among 330,000;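 active means activation at or above 40% of the spot to cytoplasm intensity ratio, with at least 20 cells analyzed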;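 further: 0% = DMSO without peptide and 100% = 100 nM NTR1 peptide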
Target sequence (P30989 whole entry, looked up): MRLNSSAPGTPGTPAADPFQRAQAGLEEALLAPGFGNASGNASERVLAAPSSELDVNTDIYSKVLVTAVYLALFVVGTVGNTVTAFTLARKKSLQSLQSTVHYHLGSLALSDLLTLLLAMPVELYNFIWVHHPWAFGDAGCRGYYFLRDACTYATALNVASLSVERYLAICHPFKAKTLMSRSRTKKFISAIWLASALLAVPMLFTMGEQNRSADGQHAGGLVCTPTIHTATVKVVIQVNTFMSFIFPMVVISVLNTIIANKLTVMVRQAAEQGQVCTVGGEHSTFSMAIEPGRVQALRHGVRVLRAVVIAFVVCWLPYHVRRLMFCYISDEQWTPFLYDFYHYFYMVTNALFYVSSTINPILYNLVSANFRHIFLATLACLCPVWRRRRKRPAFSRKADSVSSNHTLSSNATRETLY
KOR beta-arrestin-1: kappa opioid receptor activators – cell-based, luminescence, uHTS, primary screen (AID 1777); KOR beta-arrestin recruitment, luminescence; higher % means a stronger effect; one-dose activation, % at 10 µM; EC50 in µM for titrated hits; hit rate 0.02% among 280,000; in the data active means activation above about 50%, passing the limit was not always enough; further: a part of the inactive calls stands beside numbers as strong as those of hits
KOR beta-arrestin-2: KOR antagonists, beta-arrestin recruitment, cell-based, luminescence, uHTS (AID 1778); KOR beta-arrestin recruitment, luminescence, antagonist mode; higher % means a stronger effect; hit rate 0.091% among 290,000; inhibition, % at 10 µM, or IC50 in µM where a hit was titrated; further: strong numbers were not always called active
NOD1 inhibition: inhibition of NOD1-driven NF-kB reporter – cell-based, luminescence, uHTS, primary screen (AID 1578); NOD1-driven NF-kB luciferase reporter cells, luminescence; higher % means a stronger effect; inhibition, % at 4 µM, or EC50 in µM where a hit was titrated; hit rate 1% among 290,000; in the data active means inhibition mostly above about 36%, no sharp cut-off; inactive means mostly below about 34%;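 further: HEK-293T reporter cells stimulated with the NOD1 agonist gamma-tri-DAP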
NTR1 agonist cell count 20 µM: recorded beside NTR1 agonist, whose call it bears; cell count; measured here: cell count, cytotoxicity flag
* hit, by the source's call; i = inactive; . = not tested or not shown; [ ] = remark or other dose. Unless noted, no stated cut-off is given here; in the data, active means inhibition above about 50%; inactive means the rest. These rows are one share of the data. The share of hits here may be higher or lower than overall.

Compound	Yfh1-depleted yeast	GPR55 beta-arrestin	ER stress rescue	TNAP activation fold	HEK293 NOD2/NF-kB	NTR1 agonist	NTR1 agonist cell count 20 µM	KOR beta-arrestin-1	KOR beta-arrestin-2	NOD1 inhibition
O=C(Cn1nnc(-c2ccc(Cl)cc2)n1)NCc1ccco1	i	0.3%	2.1%	1.1	1%	-1.5	96	-5.4%	24%	-39%
CCN(CC)S(=O)(=O)c1ccc(NC2c3ncccc3C(=O)N2Cc2ccccc2)cc1 (stereo not drawn)	i	0.2%	-1.7%	1.1	8%	0.3	59	8.4%	-28%	11%
COc1ccc(C(NC(=O)C2C3C=CC(C3)C2C(=O)O)c2ccccc2)cc1 (stereo not drawn)	i	0.2%	-1.2%	1	7%	1.5	76	-1.0%	4%	-37%
COc1ccc(-c2cc(-c3nnc(-c4ccncc4)o3)c3ccccc3n2)cc1	i	-0.3%	-2.5%	1.1	4%	5.3	62	12%	-1%	-2%
C#CCCCCCCC#CCN(C)C	i	0.1%	-1.7%	1.1	13%	0.1	47	-3.4%	14%	-2%
O=c1oc2ccccc2n1CSc1nc2ccccc2s1	i	-0.2%	-0.3%	1.1	-85%	2.2	50	-1.7%	28%	-81%
COc1ccc(C(C)NC(=O)c2cccc([N+](=O)[O-])c2)cc1OC (stereo not drawn)	i	0.1%	-2.8%	1.3	29%	-0.5	49	1.0%	-12%	-14%
COC(=O)c1cccnc1NC(=S)NNC(=O)c1ccncc1	i	-0.1%	-0.5%	1	0%	-0.6	87	-8.5%	29%	-5%
O=C(c1ccccc1)N1CCN(Cc2ccccc2)CC1	i	0.1%	-0.5%	1.1	-8%	0.5	57	-1.9%	18%	-32%
CC1(C)Cc2c(cnn2-c2ccc(F)cc2)C(NC(=O)C(C)(C)O)C1 (stereo not drawn)	.	0.3%	.	.	4%	1.4	67	-2.7%	-56%[20 µM]	-19%
O=C(NCCOc1ccccc1Cl)c1cc(F)c(F)cc1Cl	i	-0.3%	-2.3%	1.1	-105%	3.9	86	1.0%	-11%	-127%
CCn1ncc(/C=C/C(=O)Nc2c(C)nn(CC)c2C)c1C	i	-0.2%	-1.7%	1	6%	-1.5	81	-1.4%	2%	-21%
CCN(CC)C1CCN(c2nc3nonc3nc2NCCOC)C1 (stereo not drawn)	i	0.5%	0.2%	1.1	5%	-0.5	64	-1.0%	-35%	-8%
Cc1cc(C)nc(-n2nc(C)cc2NC(=O)c2ccc3c(c2)OCO3)n1	.	-0.2%	3.5%	1.1	6%	.	.	.	-27%	-14%
O=C(CCN1C(=O)C2C3C=CC(C3)C2C1=O)Nc1ccc2c(c1)OCO2 (stereo not drawn)	i	-0.1%	-1.0%	1.1	1%	-0.1	57	0.6%	9%	-1%
Cc1cccc(-c2nc(C#N)c(NCC3CCCO3)o2)c1 (stereo not drawn)	i	-0.1%	.	.	-73%	-0.5	38	-0.4%	3%	-17%
O=C(NC(Nc1ncc(S(=O)(=O)c2ccc([N+](=O)[O-])cc2)s1)(C(F)(F)F)C(F)(F)F)c1ccc(Cl)cc1	.	0.0%	0.9%	1	31%	-1.6	69	1.7%	20%	44%
CCOc1ccc(-n2c(C)cc(/C=N/NC(=O)C(N)=O)c2C)cc1	i	-0.2%	1.7%	1.2	-8%	0.6	58	-0.4%	-39%	-53%
C/C(=N\NC(=O)c1cc(-c2ccncc2)nc2ccccc12)c1ccc(N2CCOCC2)cc1	i	-1.1%	-0.7%	1.1	0%	0.7	89	4.7%	-34%	-39%
Cn1c(N)c(C(=O)CSc2ncn[nH]2)c(=O)n(C)c1=O	i	0.3%	.	.	6%	-0.7	58	-0.2%	19%	-2%
Cc1cccn2c(=O)c3cc(C(=O)NCc4ccc(F)cc4)c(=N)n(CC4CCCO4)c3nc12 (stereo not drawn)	.	2.7%	.	.	24%	7.4	71	-0.8%	-32%	-11%
O=C(Nc1nnc(-c2ccc(F)cc2)s1)Nc1ccccc1F	i	-0.2%	.	.	-7%	0.2	53	-0.3%	-2%	-11%
N#Cc1cccc(NC(=O)CCNC(=O)c2ccccc2Cl)c1	.	0.0%	.	.	11%	-0.9	47	-2.9%	15%	1%
Cc1nnc(-c2ccc(Oc3ccc(Cl)cc3)c([N+](=O)[O-])c2)o1	i	0.1%	21%	1.1	25%	4.7	56	2.3%	.	-28%
Cc1noc(C)c1S(=O)(=O)N1CCC(C(=O)NC2CCN(Cc3ccccc3)CC2)CC1	i	-0.1%	-0.1%	1.2	22%	0.1	36	-4.6%	-31%	18%
O=C(c1ccc(NS(=O)(=O)c2ccccc2)cc1)N1CCN(Cc2ccc3c(c2)OCO3)CC1	i	-0.2%	-1.5%	1.1	-2%	-0.7	53	-1.5%	1%	-20%
Fc1cccc(Cl)c1-c1nnc2ccc3ccccc3n12	i	0.3%	1.0%	1.2	29%	0.1	78	-0.8%	-13%	16%
c1ccc(SCc2nc(-c3ccncc3)no2)cc1	i	0.2%	-2.7%	1	-66%	1.0	49	7.1%	10%	-44%
CS(=O)(=O)N1N=C(c2ccc(Br)cc2)CC1c1cccs1 (stereo not drawn)	i	0.0%	-4.4%	1.1	-44%	1.4	38	-2.2%	-10%	-35%
Cc1nn(-c2ccccc2)c2[nH]c(C(F)(F)F)cc(=O)c12	i	0.2%	0.9%	1	13%	1.7	64	7.7%	-14%	-20%
O=C(CN1C(=O)/C(=C/c2ccccc2)SC1=S)Nc1cccnc1	i	0.2%	1.5%	0.5	14%	1.9	83	-6.2%	-14%[20 µM]	14%
CC[n+]1ccccc1/C=C1\Sc2ccc(C)cc2N1C	.	-0.1%	.	.	39%	0.5	86	0.5%	-3%	20%
COc1ccc(NC(=O)CSc2nc3c(c(=O)n2-c2ccc(F)cc2)SCC3)cc1	i	-0.3%	-0.6%	1.2	-8%	-0.8	37	0.7%	-23%	-25%
Cc1cccc(NC(=O)CSc2cccc3cccnc23)c1	.	-0.1%	.	.	12%	0.4	61	-3.1%	-3%	5%
CC(C)(C)C(=O)Nc1ccccc1-c1nc2ccccc2[nH]c1=O	.	-0.2%	.	.	10%	-0.2	61	.	-18%[20 µM]	-11%
O=C(Nc1cccc([N+](=O)[O-])c1)Nc1cnccn1	.	-0.1%	.	.	15%	0.1	69	7.5%	1%	-31%
CN(C)c1ccc(C(=O)N2CCCC(CCC(=O)N3CCN(c4ccccn4)CC3)C2)cc1 (stereo not drawn)	.	-0.1%	.	.	24%	1.0	63	2.2%	6%	-4%
COc1ccc(S(=O)(=O)NCC2CCCN(Cc3ccc(C)o3)C2)cc1 (stereo not drawn)	i	-0.2%	-2.7%	1	-10%	0.1	26	.	-24%	42%
COC(=O)c1cc2ccccc2n1S(=O)(=O)c1ccccc1	.	-0.1%	.	.	-13%	-0.9	99	-3.7%	13%	-4%
CN1CCN(c2nc3c(c(=O)[nH]c(=O)n3C)n2Cc2ccc(Cl)cc2)CC1	.	-0.2%	.	.	11%	-1.3	69	-4.3%	-13%[20 µM]	-22%

Compounds above that contain a CF3 group (2):
Compound	Yfh1-depleted yeast	GPR55 beta-arrestin	ER stress rescue	TNAP activation fold	HEK293 NOD2/NF-kB	NTR1 agonist	NTR1 agonist cell count 20 µM	KOR beta-arrestin-1	KOR beta-arrestin-2	NOD1 inhibition
O=C(NC(Nc1ncc(S(=O)(=O)c2ccc([N+](=O)[O-])cc2)s1)(C(F)(F)F)C(F)(F)F)c1ccc(Cl)cc1	.	0.0%	0.9%	1	31%	-1.6	69	1.7%	20%	44%
Cc1nn(-c2ccccc2)c2[nH]c(C(F)(F)F)cc(=O)c12	i	0.2%	0.9%	1	13%	1.7	64	7.7%	-14%	-20%

(cont.)
Compound	Yfh1-depleted yeast	GPR55 beta-arrestin	ER stress rescue	TNAP activation fold	HEK293 NOD2/NF-kB	NTR1 agonist	NTR1 agonist cell count 20 µM	KOR beta-arrestin-1	KOR beta-arrestin-2	NOD1 inhibition
Cc1ccc(CSCCNC(=O)CN(c2ccccc2)S(C)(=O)=O)cc1	i	-0.1%	1.1%	1.1	16%	0.0	85	2.0%	3%	-35%
CN1CCN(C(=O)c2cc([N+](=O)[O-])cc([N+](=O)[O-])c2)CC1	.	-0.1%	.	.	-7%	1.4	58	2.9%	2%	5%
Cc1ccc(S(=O)(=O)N2CCCCC2)cc1NC(=O)C1CCCO1 (stereo not drawn)	i	1.4%	-0.5%	1.1	0%	-0.3	45	-2.6%	-9%	-38%
Cc1ccc2c(c1)c1cccc3c1n2CCN3CCC(N)=O	i	-0.1%	-5.2%	1.1	-70%	0.6	41	-2.3%	14%	-77%
COc1ccc(CNc2nc(-c3cccnc3)nn2S(C)(=O)=O)cc1	i	1.3%	-0.9%	1	9%	-0.3	56	0.8%	-10%	-42%
CCSc1c(C(=O)NC)ccc2c1C(=O)c1ccccc1C2=O	i	0.0%	-0.7%	1.1	14%	1.0	40	0.6%	0%	3%
O=C(CCCn1c(=S)[nH]c2ccccc2c1=O)N1CCOCC1	i	-0.1%	-2.3%	1.1	10%	-0.7	85	1.5%	10%	-19%
CCOc1ccc(NC(=O)c2ccc(NC(=O)c3ccc(CN4CCOCC4)cc3)cc2)cc1	i	0.0%	.	.	18%	-0.9	76	2.7%	3%	12%
Nc1c(C(=O)O)sc2nc3c(cc12)CCCC3	i	-0.1%	.	.	6%	-0.9	51	3.6%	-13%	-2%
Cc1cc(C(=O)N/N=C/c2ccc(Cl)c([N+](=O)[O-])c2)c(C)n1-c1ccc(F)cc1	i	-0.4%	6.9%	1.1	3%	2.4	35	2.9%	-18%	19%
C/C(=N/NC(=O)C1COc2ccccc2O1)c1ccc(Br)s1 (stereo not drawn)	i	-0.1%	.	.	9%	4.5	45	-0.1%	-1%	-8%
Cc1cc(=O)[nH]c2ccc(S(=O)(=O)NC3CCCCC3)cc12	.	0.2%	.	.	-6%	-0.3	53	-0.3%	-13%	-44%
Cc1cc(C)n(Cc2cccc(F)c2)c(=O)c1C#N	i	0.0%	-1.0%	1.1	10%	-0.1	82	-3.7%	-2%	-14%
Cn1ccc(C(=O)N/N=C/c2ccccc2[N+](=O)[O-])n1	i	0.2%	.	.	-8%	-0.3	59	3.8%	4%	-7%
O=C(Cc1cccs1)Nc1cccc(-c2nc3ccccc3o2)c1	i	0.3%	0.6%	1.2	-23%	0.4	84	12%	-40%	9%
COc1ccc(/C=C/C(=O)O)cc1COc1ccccc1C	i	0.3%	-0.5%	1.2	6%	0.9	41	-2.5%	-19%	-21%
O=C1CC(c2nc3ccccc3[nH]2)CN1c1ccccc1F (stereo not drawn)	i	-0.1%	-1.6%	1.1	13%	0.1	79	-1.3%	16%	-11%
O=C(Nc1cccc2ncccc12)c1ccc(F)cc1	i	0.2%	-1.5%	1.2	0%	-3.1	60	1.0%	-7%	-11%
